CXCR6 inh: CXCR6 receptor inhibitors, primary screen, cell-based, beta-arrestin, luminescence, CHO-K1 PathHunter, 1536-well; C-X-C chemokine receptor type 6 (Homo sapiens), O00574; inhibition, % at 20 µM; 360,000 tested, 0.36% active; AID 602244, 2012; in the data active means inhibition above about 34%, passing the limit was not always enough;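 further: antagonist mode with CXCL16 agonist at 10 nM final; 0% = 10 nM CXCL16 with DMSO and 100% = unstimulated wells without agonist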
Jurkat NFkB inh: inhibitors of induced NF-kB luciferase reporter, primary screen, TCR NF-kB activation inhibitor project, cell-based, luminescence, uHTS | 330,000 tested, 0.53% active | Jurkat, PMA/ionomycin-induced NF-kB luciferase reporter | inhibition, % at 4 µM; in the data active means inhibition above about 50%
697 NFkB inh: inhibitors of PMA/ionomycin-induced NF-kB reporter, 697 cells, primary screen, B-cell NF-kB inhibitor project, cell-based, luminescence, uHTS; 330,000 tested, 0.33% active; AID 435022, 2010; inhibition, % at 4 µM; 697 B-cell NF-kB luciferase reporter, 16 h; in the data active means inhibition above about 35%
UBC13 inh: UBC13 polyubiquitin chain formation inhibitors, primary screen, biochemical, TR-FRET, uHTS; Ubiquitin-conjugating enzyme E2 N (Homo sapiens), P61088; inhibition, % at 20 µM; 330,000 tested, 0.47% active; in the data active means inhibition above about 45%, passing the limit was not always enough
Target sequence (P61088 whole entry, looked up): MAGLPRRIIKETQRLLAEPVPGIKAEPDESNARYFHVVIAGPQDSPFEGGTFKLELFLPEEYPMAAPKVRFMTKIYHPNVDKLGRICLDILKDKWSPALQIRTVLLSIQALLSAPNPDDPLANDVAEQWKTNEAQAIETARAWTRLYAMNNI
EBI2 block: EBI2 receptor antagonists, beta-arrestin recruitment, primary screen, cell-based, luminescence, 7a,25-OHC stimulation, uHTS; G-protein coupled receptor 183 (Homo sapiens), P32249; 7a,25-OHC stimulated; inhibition, % at 5 µM; 360,000 tested, 0.81% active; in the data active means inhibition above about 38%;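 further: enzyme fragment complementation signal reports receptor beta-arrestin coupling in cells; 0% = agonist plus DMSO wells and 100% = wells without agonist; some results beyond the cut were filed as inactive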
Gli-Sufu antag: Gli-Sufu pathway antagonists, primary screen, luciferase luminescence, Sufu-KO-LIGHT cells, uHTS. inhibition, % at 5 µM. AID 588413, 2011. Sufu-KO-LIGHT fibroblasts, Gli luciferase reporter luminescence. 340,000 tested, 0.74% active;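 active means inhibition above about 55%, limit read from the data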;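 further: 0% = DMSO-treated cells and 100% = wells with medium but no cells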
CCR6 antagonist: CCR6 receptor antagonists, primary screen, cell-based, CHO-K1, luminescence, beta-arrestin, uHTS; C-C chemokine receptor type 6 (Homo sapiens), P51684; CHO-K1 CCR6 PathHunter beta-arrestin, CCL20-stimulated; inhibition, % at 20 µM; 340,000 tested, 0.49% active;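 active means compounds whose inhibition of the agonist-driven luminescence signal at 20 µM reaches about 50%, limit read from the data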;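 further: cells stimulated with CCL20 at 14 nM final; plate controls were DMSO with CCL20 for no effect and DMSO without agonist for full effect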
Target sequence (P51684 whole entry, looked up): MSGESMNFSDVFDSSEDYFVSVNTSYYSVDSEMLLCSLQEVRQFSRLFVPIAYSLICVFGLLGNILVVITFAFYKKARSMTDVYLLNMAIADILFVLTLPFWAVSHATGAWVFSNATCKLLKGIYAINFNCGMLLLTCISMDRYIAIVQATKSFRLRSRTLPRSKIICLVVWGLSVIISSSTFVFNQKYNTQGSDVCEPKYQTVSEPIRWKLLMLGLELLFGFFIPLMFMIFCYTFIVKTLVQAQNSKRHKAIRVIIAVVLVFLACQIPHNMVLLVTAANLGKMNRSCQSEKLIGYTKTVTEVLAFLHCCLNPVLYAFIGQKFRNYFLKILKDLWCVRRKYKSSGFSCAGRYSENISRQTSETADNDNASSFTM
APJ antagonist: antagonists of human apelin receptor APJ, primary screen, CHO-K1 cells, beta-arrestin complementation, luminescence | inhibition, % at 20 µM | P35414 | 330,000 tested, 0.32% active;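 active means inhibition above about 40% at 20 µM, limit read from the data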;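 further: cells challenged with 10 nM apelin-13 agonist together with compound; plate controls were apelin-13 plus DMSO wells for no effect and DMSO wells lacking apelin-13 for full effect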
Target sequence (P35414 whole entry, looked up): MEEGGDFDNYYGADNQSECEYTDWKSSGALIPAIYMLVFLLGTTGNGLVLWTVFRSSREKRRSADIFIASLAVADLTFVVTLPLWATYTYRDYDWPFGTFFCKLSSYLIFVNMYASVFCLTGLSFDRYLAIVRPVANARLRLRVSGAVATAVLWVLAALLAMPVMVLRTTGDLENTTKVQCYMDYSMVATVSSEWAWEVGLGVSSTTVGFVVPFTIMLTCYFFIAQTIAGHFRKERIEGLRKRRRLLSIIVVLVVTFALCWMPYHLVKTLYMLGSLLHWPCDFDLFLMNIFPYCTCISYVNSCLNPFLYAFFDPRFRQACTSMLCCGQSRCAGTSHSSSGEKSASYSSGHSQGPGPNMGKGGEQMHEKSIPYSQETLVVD
An asterisk follows results filed as active; nt = no result given.

mol | CXCR6 inh | Jurkat NFkB inh | 697 NFkB inh | UBC13 inh | EBI2 block | Gli-Sufu antag | CCR6 antagonist | APJ antagonist
O=C(OCc1ccc([N+](=O)[O-])cc1)c1cc(S(=O)(=O)N2CCCCC2)ccc1N1CCOCC1 | 4 | 8 | -25 | -1 | 12 | 45 | 17 | -10
Cc1ccc(OCCOCCN2CCN(C)CC2)c(C(C)(C)C)c1 | 6 | -18 | -4 | -5 | -11 | 17 | 5 | 3
C=C(C)c1cccc(C(C)(C)NC(=O)Nc2nncs2)c1 | -15 | -12 | 6 | -3 | 3 | 3 | 6 | -2
CCCCNC(=O)N1CCN(Cc2ccc(F)cc2)CC1 | -4 | -8 | -8 | 0 | -4 | -4 | -18 | 8
CC(=NCCCn1ccnc1)c1c(C)[nH]n(-c2ccc([N+](=O)[O-])cc2)c1=O | 5 | 3 | 1 | -8 | -2 | 0 | -1 | 2
O=C(Nc1ccc(F)cc1)c1cc2ccccc2o1 | -7 | -114 | -9 | -5 | 14 | -74 | 6 | -8
CCCOc1ccc(N2C(=O)CC(N3CCOCC3)C2=O)cc1 (stereo unspecified) | -7 | -1 | -1 | 2 | -1 | -4 | -8 | 8
CCO[C@@H]1OC(C(=O)N2CCCCCCC2)=C[C@H](c2cn(C(C)=O)c3ccccc23)[C@H]1CCCO | 24 | 2 | 8 | 11 | 36 | -6 | 30 | 36
CC(C)=N/N=C(\N)SCc1ccccc1 | 11 | -20 | -3 | 0 | 5 | 5 | 16 | -2
O=C(Nc1ccc(Cl)cc1)N1CCN(c2ccccc2)CC1 | -4 | -28 | -10 | 6 | 28 | -2 | 0 | -20
COC(=O)C1(C)NC(c2ccc(O)cc2)C2C(=O)N(c3ccc(C)cc3)C(=O)C21 (stereo unspecified) | 1 | -9 | -5 | 0 | -3 | 5 | 9 | 10
Cc1cc(C(=O)NC2CCCCC2)c(C)n1-c1ccc(F)cc1 | 4 | -55 | -55 | -5 | -8 | -95 | 15 | 1
CCc1ccc2c(c1)C1(NN=C(c3cccc4ccccc34)S1)C(=O)N2 (stereo unspecified) | 26 | 6 | 10 | -82 | 21 | nt | nt | 42*
O=C(NCc1ccc(F)cc1)Nc1cccc([N+](=O)[O-])c1 | 2 | -5 | 17 | 3 | 8 | -11 | 17 | -8
COc1ccccc1NC(=S)N1CCCC1 | 7 | 16 | -9 | 2 | 1 | -5 | 4 | 3
COC(=O)C(CO)NC(=O)C1CCCN1C(=O)CNC(=O)OCc1ccccc1 (stereo unspecified) | -11 | -2 | -30 | 4 | -4 | 1 | 13 | 1
CC(=O)N1c2ccc(Cl)cc2C2C=CCC2C1c1cccc2ccccc12 (stereo unspecified) | -6 | nt | nt | nt | -12 | 30 | -4 | nt
CSc1ccccc1C(=O)NC1CCCc2ccccc21 (stereo unspecified) | 0 | -15 | -18 | -2 | -1 | -4 | 29 | 27
Cc1ccc2c(c1)-n1c(nc3ccc(Cl)cc3c1=O)C(CC(C)C)NC2=O (stereo unspecified) | nt | 13 | 13 | 13 | nt | nt | nt | 16
O=C1CCN(Cc2ccccc2)CCN1[C@H](CSc1ccccc1)c1ccccc1 | 1 | 10 | -6 | 4 | -4 | 2 | -9 | -12

Next section
mol | CXCR6 inh | Jurkat NFkB inh | 697 NFkB inh | UBC13 inh | EBI2 block | Gli-Sufu antag | CCR6 antagonist | APJ antagonist
O=C(Nc1ccc(Cl)cc1)Nc1ccccc1Sc1ncc([N+](=O)[O-])s1 | 34 | -16 | -43 | -12 | 39 | -1 | 50* | 8
CCC(C)c1ccc2oc(-c3ccc(NC(=O)c4ncn[nH]4)cc3)nc2c1 (stereo unspecified) | -8 | -36 | -59 | -20 | 20 | 23 | 7 | 4
c1ccc(CCNc2c3c(nc4ncnn24)CCC3)cc1 | -9 | -2 | -4 | -6 | 1 | 6 | -26 | -8
O=C(COc1ccccc1O)NCCN1CCOCC1 | -1 | 6 | -2 | -10 | 1 | 14 | 3 | 4
O=C(CCCC(=O)OCC(Cl)=C(Cl)Cl)Nc1ccccc1F | -5 | -2 | -32 | -1 | 6 | 3 | -4 | 9
C=CCn1c(COc2cccc(C)c2)nnc1SCC(=O)NC(=O)NCc1ccco1 | -9 | 2 | -16 | -8 | 2 | 1 | 14 | 1
O=C1NC2=C(C(=O)CCC2)C(c2cccc([N+](=O)[O-])c2)N1 (stereo unspecified) | 3 | -6 | 20 | 0 | 14 | 3 | 12 | 17
O=C(Nc1cccnc1)c1cc2cc(Br)ccc2oc1=O | 8 | nt | nt | nt | 2 | 0 | 13 | nt
CCc1c(C)[nH]c(=S)c(C#N)c1C | 6 | 0 | 2 | 10 | 3 | 51 | -4 | 5
Cc1csc(NC(CO)c2nc3ccccc3n2CCOCCO)n1 (stereo unspecified) | -7 | 2 | -4 | -7 | -18 | 7 | 0 | 11
COc1ccccc1Nc1nc(N)nc(CSc2nccn2C)n1 | 0 | 7 | 0 | -5 | -7 | 0 | 12 | 17
CC(C)n1c(O)c(N=NC(=O)C2COc3ccccc3O2)c2ccccc21 (stereo unspecified) | 5 | -22 | -3 | -16 | -2 | 46 | 10 | -10
Cc1ccc(C)c2[nH]c(=O)c(CN(Cc3ccco3)C(=O)Nc3ccccc3)cc12 | 1 | 5 | 19 | -8 | 13 | -3 | 15 | 8
COc1ccc(C)cc1NC(=O)C(C)N1CCOCC1 (stereo unspecified) | 9 | -14 | -8 | 5 | -3 | -4 | -2 | -19
Nc1nc(NC(=O)c2ccco2)nn1-c1ccccc1 | 0 | -24 | -31 | -9 | -8 | -24 | -8 | -8
CC(=O)N1CCN(c2ccc([N+](=O)[O-])c(-n3nc(C)cc3C)c2)CC1 | 7 | 0 | 2 | -3 | 1 | 1 | -3 | -7
Cc1ccc(-c2csc3ncn(CC(=O)O)c(=O)c23)cc1C | -2 | -1 | 11 | 0 | 3 | 3 | 8 | 6
C#CCOCCOCCOCCNc1nc(N2CCN(C(=O)[C@H]([C@@H](C)CC)n3cc([C@@H](N)CO)nn3)CC2)nc(N2CCN(C(=O)[C@H](Cc3ccc(O)cc3)n3cc([C@@H](N)CC(C)C)nn3)CC2)n1 | 2 | 4 | 19 | 9 | 0 | -5 | 0 | 16
O=C(NCc1ccco1)c1cc(-c2ccccc2)nn1CC1CC(c2cccc([N+](=O)[O-])c2)=NO1 (stereo unspecified) | 2 | -11 | 3 | -16 | 6 | 5 | 5 | 9
Cc1ccc(/C=N/NC(=O)c2ccoc2C)s1 | -1 | -59 | -9 | -3 | 7 | -56 | 1 | -27

Next results follow:
mol | CXCR6 inh | Jurkat NFkB inh | 697 NFkB inh | UBC13 inh | EBI2 block | Gli-Sufu antag | CCR6 antagonist | APJ antagonist
CN(Cc1nc2ccccc2c(=O)[nH]1)Cc1cc(=O)oc2ccc3ccccc3c12 | 6 | 1 | 11 | 10 | -4 | 4 | -3 | -26
Cc1cc(N2CCC(C)CC2)n2ncc(-c3ccccc3)c2n1 | -4 | -138 | -402 | 15 | 3 | 25 | -5 | 15
CCOC(=O)c1c(C)n(C)c2ccc(O)c(CN3CCCCC3)c12 | 5 | -7 | -6 | 7 | 0 | 23 | -1 | 0
CN1CCN(c2ccc(NC(=O)c3ccco3)cc2Cl)CC1 | -13 | -129 | -49 | 7 | -4 | -28 | 0 | -7
COC(=O)c1ccc(N2C(=O)CC(SCCN)C2=O)cc1 (stereo unspecified) | 8 | -56 | -25 | 0 | 3 | 2 | -9 | 26
Cc1nnc(NC(=O)c2ccc(C)c(S(=O)(=O)N3CCOCC3)c2)s1 | -4 | 11 | 14 | 1 | -8 | 6 | 8 | 0
COc1ccc(NS(=O)(=O)c2ccc(NC(=O)c3ccccc3)cc2)nn1 | -7 | 1 | 17 | 1 | 2 | -3 | -3 | 4
COC1CCCCC1Nc1cc(C)ccc1C (stereo unspecified) | -9 | 2 | 4 | 5 | 1 | -14 | -2 | 16
Cc1ccc(NC(=S)NC2CC3CCCC(C2)N3Cc2cccs2)cc1 (stereo unspecified) | 0 | 14 | -1 | 8 | 9 | 1 | 6 | 15
CCOCC(=O)Nc1nnc(Cc2ccc(OC)cc2)s1 | 7 | -4 | 14 | 3 | 5 | -3 | 7 | -5
COc1ccc(NC(=O)N(C)C[C@H]2Oc3ccc(NS(=O)(=O)c4c(C)noc4C)cc3C(=O)N([C@H](C)CO)C[C@@H]2C)cc1 | -9 | 2 | 10 | -7 | 0 | 9 | 1 | 1
CCC(C)C(=O)Nc1nnc(-c2cccs2)s1 (stereo unspecified) | -5 | -33 | 8 | 5 | 2 | -16 | 0 | 12
NCCc1nnc(SCC(=O)Nc2cccc(Cl)c2)o1 | -6 | -17 | -51 | -3 | 6 | -6 | 9 | 16
CCOC(=O)Cc1csc(SCC(=O)Nc2cc(C)ccc2OC)n1 | -3 | 6 | 14 | -1 | 7 | -4 | 22 | 18
CCCCCn1c2c(c(=N)c3ccccc31)CCC2 | 1 | 74* | 35 | -1 | 2 | 84* | 5 | 3
Cc1ccsc1CN1CCN(c2ccccn2)CC1 | 5 | 6 | -12 | -8 | -3 | 3 | 17 | 35
CC(Oc1ccc(Cl)cc1Cl)c1nc(-c2ccccn2)no1 (stereo unspecified) | 4 | -41 | -42 | 4 | -28 | -52 | 3 | 2
COc1cc(OC)c(OC)cc1/C=C1/C(=O)N=C(N)N1C | -7 | 6 | 11 | -5 | 1 | -2 | -17 | 1
CCCCC(=O)Nc1ccc(NC(=O)c2cccs2)cn1 | -2 | 0 | 7 | 4 | -5 | 14 | -2 | 18
CS(=O)(=O)Nc1ccc(Br)cc1C(=O)c1ccccc1 | -6 | 2 | 27 | 6 | -11 | 1 | 8 | 5

Single records (already shown). Screens in order: CXCR6 inh, Jurkat NFkB inh, 697 NFkB inh, UBC13 inh, EBI2 block, Gli-Sufu antag, CCR6 antagonist, APJ antagonist
Profile of COC1CCCCC1Nc1cc(C)ccc1C (stereo unspecified) = -9, 2, 4, 5, 1, -14, -2, 16
Profile of COC(=O)c1ccc(N2C(=O)CC(SCCN)C2=O)cc1 (stereo unspecified) = 8, -56, -25, 0, 3, 2, -9, 26

(cont.)
mol | CXCR6 inh | Jurkat NFkB inh | 697 NFkB inh | UBC13 inh | EBI2 block | Gli-Sufu antag | CCR6 antagonist | APJ antagonist
N=C1N(/N=C/c2ccccc2)C(=Nc2ccccc2)C(=S)N1c1ccccc1 | 16 | -65 | -64 | -14 | 2 | -18 | 22 | 5
O=C(NCc1cccnc1)c1noc2c1CCCC2 | -3 | 8 | 22 | 2 | 9 | -9 | 4 | 10
O=S(=O)(Cc1ccc(Cl)cc1)Nc1ccc(Cl)cn1 | 1 | 8 | 12 | 6 | -14 | 2 | 2 | -6
O=[N+]([O-])c1cc2c(cc1[N+](=O)[O-])OCCOCCOCCOCCO2 | -9 | 17 | 2 | 4 | 3 | -10 | -14 | 2
CCc1ccc(OC)c(S(=O)(=O)Nc2ccc(Cc3ccncc3)cc2)c1 | -8 | 13 | -25 | 6 | 0 | 57* | 0 | -15
COc1ccc(CCNC(=O)CSc2cc(=O)[nH]c(N)n2)cc1OC | 4 | 5 | 13 | -1 | 0 | -4 | -4 | 10
COc1cc(C(=O)/C=C/c2cccnc2)ccc1O | 4 | -5 | 4 | -5 | -12 | 12 | 9 | 13
O=C(CNCCCO)Nc1cc(C(F)(F)F)cc(NC(=O)CNCCCO)c1Cl | -1 | -4 | 18 | 3 | -9 | -7 | 0 | -5
Cc1nnc(NC(=O)C2CCN(S(=O)(=O)c3cc([N+](=O)[O-])ccc3Cl)CC2)o1 | -3 | 0 | -14 | -9 | -17 | 1 | -12 | 4
Cn1c(-c2ccc[nH]c2=O)nc2cc(Cl)ccc21 | -5 | 10 | -12 | 18 | -5 | 19 | -11 | 8
COC(=O)C1=COC(C)C2CN3CCc4c([nH]c5cc(OC)c(OC)cc45)C3CC12 (stereo unspecified) | -4 | 5 | 11 | -29 | -7 | 1 | -4 | -45
